PLC-beta3 inh – inhibitors of human phospholipase C beta3; Q01970; Purified PLC-beta3, fluorogenic substrate, fluorescence; inhibition, % at 12.2 µM; 370,000 compounds, 0.18% hits; AID 720704; in the data active = inhibition above about 11%;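 note: 0% = median of compound wells on plate and 100% = full blocker control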
ASAP1 inh – ASAP1 ArfGAP inhibition | AID 624377 | inhibition, % at 16.5 µM | Q9ULH1 | 360,000 compounds, 0.19% hits | ASAP1-stimulated ARF1 GTP hydrolysis, GDP FP detection; in the data active = inhibition above about 25%;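 note: 0% = vehicle with enzyme and substrate and 100% = no enzyme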
Target sequence (Q9ULH1 325-724 limits assumed): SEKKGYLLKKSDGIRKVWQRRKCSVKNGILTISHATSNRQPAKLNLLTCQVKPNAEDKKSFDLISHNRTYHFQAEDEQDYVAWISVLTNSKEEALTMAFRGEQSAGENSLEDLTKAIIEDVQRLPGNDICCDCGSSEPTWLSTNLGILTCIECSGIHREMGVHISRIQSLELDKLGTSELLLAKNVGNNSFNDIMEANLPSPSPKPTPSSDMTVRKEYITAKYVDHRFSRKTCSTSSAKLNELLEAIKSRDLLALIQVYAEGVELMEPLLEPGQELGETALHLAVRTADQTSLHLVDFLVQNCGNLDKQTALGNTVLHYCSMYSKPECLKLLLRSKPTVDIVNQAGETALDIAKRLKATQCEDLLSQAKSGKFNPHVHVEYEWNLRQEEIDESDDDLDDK
ARFGAP1 inh – inhibitors of rat ARFGAP1. 360,000 compounds, 0.26% hits. inhibition, % at 16.5 µM. Arfgap1-stimulated ARF1 GTP hydrolysis, GDP FP detection;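 active = inhibition above a per-plate limit, mean inhibition of low control wells plus 3 SD, cut at about 25% in these data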;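 note: 0% = DMSO wells with enzyme and 100% = wells lacking Arfgap1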
Target sequence (Q62848 1-136 limits assumed): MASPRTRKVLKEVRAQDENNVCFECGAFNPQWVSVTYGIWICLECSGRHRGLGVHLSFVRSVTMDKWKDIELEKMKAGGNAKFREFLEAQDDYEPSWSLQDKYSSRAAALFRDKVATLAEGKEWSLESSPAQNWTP
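Material: rat Arfgap1 catalytic domain, aa 1-136; also added: human ARF1(Δ1-17)-GTP substrate; compound dosing: one concentration, 16.5 µM, DMSO 1.26%; incubation: GTP hydrolysis reaction 2 h at 25 °C; measured by: Tracer-displacement fluorescence polarization with EDTA stop, 620/688 nm; evaluation: % inhibition from polarization; repeats: one replicate per compound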
sPLA2-III inh – Blocks human group III sPLA2 activity; AID 743126; inhibition, % at 12.2 µM; Q9NZ20; 370,000 compounds, 0.56% hits; QFRET BODIPY PC-A2 liposome hydrolysis, fluorescence;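 active = inhibition above mean plus 3 SD of compounds lying within the high and low control bounds, cut at about 19% in these data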;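 note: 0% = median of test compound wells and 100% = no enzyme DMSO wells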
Tn7 DDE FP – disrupts Tn7 cyclic peptide binding to fibrin D-Dimer-E complex. inhibition, % at 8.3 µM. AID 720508. 370,000 compounds, 0.13% hits. P02675. FP displacement of FITC-Tn7 peptide from fibrin DD(E); 0% = median of compound wells per plate;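 active = inhibition above the mean of compounds falling within the control limits plus 3 SD of them, cut at about 14% in these data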;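 note: 0% = plate median of compound wells and 100% = 10 µM Aha-Tn7 peptide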
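Measure: % inhibition scaled between sample-field median and high-control FP; Test system: human fibrin DD(E); Quantity: 2 µM final DD(E) protein; Doses: one dose, 8.3 µM nominal; Schedule: compound with protein 10 min, then 3 h after probe, room temperature; Detection: fluorescence polarization; Medium: Tris buffer with calcium and detergent, pH 7.8.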
UHRF1 binding – UHRF1 methyl-DNA binding inhibition; inhibition, % at 4.4 µM; Q96T88; UHRF1 binding to methylated oligo, TR-FRET; 370,000 compounds, 0.75% hits; in the data active = inhibition above about 21%;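 note: UHRF1 SRA domain binding a hemimethylated CpG hairpin DNA probe; 0% = median of test compound wells and 100% = reference inhibitor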
PLC-gamma1 inh – PLC-gamma1 (human) inhibition, primary screen. purified PLC-gamma1, fluorogenic substrate, fluorescence. AID 720700. 370,000 compounds, 0.84% hits. P19174. inhibition, % at 12.2 µM; in the data active = inhibition above about 9.5%
DDE Tn6 FP inh – disrupts Tn6 cyclic peptide binding to fibrin D-Dimer-E complex. P02675. AID 720509. Fibrin DD(E) TRITC-Tn6 fluorescence polarization displacement. inhibition, % at 8.3 µM. 370,000 compounds, 0.21% hits;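 active = inhibition above a per-campaign cutoff: mean of compounds within control limits plus 3 SD, cut at about 15% in these data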;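 note: 0% = median of all compound wells on the plate and 100% = blocking peptide control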
KLK7 zymogen act – activators of human kallikrein-7 zymogen; P49862; purified proKLK7, EDANS-DABCYL substrate fluorescence; 100% is mature enzyme control, 0% vehicle; activation, % at 7 µM; 370,000 compounds, 0.9% hits; AID 652039;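 active = activation above the mean of all tested compounds plus 3 SD, computed per campaign excluding outliers beyond control limits, cut at about 13% in these data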
Target sequence (P49862 whole entry, looked up): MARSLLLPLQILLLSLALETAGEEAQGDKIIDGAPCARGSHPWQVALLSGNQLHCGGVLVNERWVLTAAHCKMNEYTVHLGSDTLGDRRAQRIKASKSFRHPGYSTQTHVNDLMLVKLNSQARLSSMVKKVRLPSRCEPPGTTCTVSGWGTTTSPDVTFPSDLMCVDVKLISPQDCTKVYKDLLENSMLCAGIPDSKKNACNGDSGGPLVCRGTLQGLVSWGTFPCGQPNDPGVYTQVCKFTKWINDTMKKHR
Rev-erbA mod – modulators of human Rev-erb alpha DNA binding | 370,000 compounds, 0.79% hits | Rev-erbα–FITC-DNA binding, fluorescence polarization, 90 min | activity, % at 10 µM | AID 1259318;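 active = activity above about 14%, limit read from the data; passing the limit was not always enough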;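 note: 0% = DMSO wells with 35 nM protein and 100% = DMSO wells with 750 nM protein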
Active calls of the source: *; x = no result given; & = joins results of further samples.

SMILES	PLC-beta3 inh	ASAP1 inh	ARFGAP1 inh	sPLA2-III inh	Tn7 DDE FP	UHRF1 binding	PLC-gamma1 inh	DDE Tn6 FP inh	KLK7 zymogen act	Rev-erbA mod
Cc1cc(C)cc(NC(=O)CCCN2C(=O)C(c3ccccc3)Oc3cccnc32)c1 (centres undefined)	-1.0	-16.1	-6.2	1.5	7.8	0.7	-1.1	-3.1	0.3	3.2
CC(C)(C)c1ccc(C(=O)Nc2ccc(CC(=O)O)cc2)o1	2.3	-1.0	-14.1	-3.1	-2.1	-2.2	1.3	-1.7	-0.1	-3.0
C=CCN(Cc1nc(-c2cc(OC)c3c(c2)OCO3)oc1C)C1CCS(=O)(=O)C1 (centres undefined)	-0.3	-4.6	-1.0	-3.7	6.8	-2.2	1.6	-8.6	0.1	3.2
Cc1ccc(S(=O)(=O)NCCCCCCNS(=O)(=O)c2ccc(C)cc2)cc1	2.7	16.9	3.6	-76.7	-0.9	-1.1	2.2	-8.3	0.6	1.7
COc1cccc(CNC(=O)c2ccc(COc3ccccc3)cc2)c1	-12.9	-0.2	10.3	-25.6	9.8	5.4	-3.7	5.6	0.0	4.7
C=CCN(CC=C)Cc1cc(=O)oc2ccccc12	1.2	-6.3	-8.9	0.6	-6.3	-1.3	0.8	-3.2	0.7	2.9
Cn1ccnc1SCC(=O)NCC(=O)Nc1ccc(F)c(F)c1F	-5.5	6.3	0.4	12.3	3.6	6.0	3.1	4.7	-0.5	-5.1
COc1ccc(C[C@H](N)C(=O)N[C@H]2[C@@H](O)[C@H](n3cnc4c(N(C)C)ncnc43)O[C@@H]2CO)cc1	0.5	-2.3	13.3	1.5	-1.2	-1.1	0.4	-2.6	0.1	1.6
CNC(C)C#Cc1ccc2c(=O)c3ccccc3oc2c1 (centres undefined)	-119.2	-5.2	-7.7	-4.6	0.0	-6.7	-76.4	6.9	-2.8	1.9
CCOc1cc(N2CCOCC2)c(OCC)cc1NC(=O)COC(=O)c1ccc([N+](=O)[O-])o1	0.0	-11.0	4.6	-0.2	-1.1	-4.7	-0.8	2.0	0.4	-0.4
CC(=O)c1ccc(OCC(O)CN(C)CCOc2ccc(Br)cc2)cc1 (centres undefined)	-3.6	-14.1	7.2	1.0	6.0	0.1	1.9	1.7	0.3	-3.7
CC(=O)NC(=S)Nc1cc(C(F)(F)F)ccc1N1CCOCC1	0.9	4.5	7.7	18.9	6.3	5.8	2.9	-4.3	-0.6	1.9
Cc1ccccc1N1C(=O)c2cccc([N+](=O)[O-])c2C1=O	-4.0	-8.5	-0.8	0.9	2.8	-1.6	-1.3	-1.6	0.0	6.9
Cc1ccccc1C(=O)Nc1ccnn1C1CCN(Cc2cnn(C)c2)CC1	-6.2	-5.6	-2.8	7.2	2.3	-0.7	1.3	6.2	-0.1	3.8
CCOC(=O)CCCNC(=O)CCNC(=O)c1ccc(OCC(C)C)cc1	-6.2	4.1	-0.6	3.0	7.1	-0.9	4.2	13.4	0.1	-9.8
COc1ccc(OC)c(CCNC(=O)c2ccc3c(c2)N(Cc2ccccc2)CCS3)c1	-52.4	9.7	3.8	-5.4	-2.0	-0.2	-27.4	5.6	-6.9	4.1
Cc1ccc(C(=O)C(C)OC(=O)Cn2cnc3c2c(=O)n(C)c(=O)n3C)cc1 (centres undefined)	-4.0	-4.0	13.3	4.6	9.3	-0.9	-1.7	-6.4	-0.3	-4.9
O=C(O)c1cc(S(=O)(=O)NC(Cc2c[nH]c3ccccc23)C(=O)O)ccc1Cl (centres undefined)	-13.6	-0.9	4.7	-23.1	-2.8	2.4	-5.2	-11.8	-0.1	3.0
CC(=O)NS(=O)(=O)c1ccc(NC(=O)c2ccc(Br)o2)cc1	3.5	11.3	-12.4	-4.2	-3.2	4.0	3.9	7.1	-0.1	9.8
CCn1cc(CN2CCN(CC(C)(C)C)C(CCO)C2)c2ccccc21 (centres undefined)	-2.9	9.8	6.2	-3.0	-2.0	5.8	2.8	0.5	0.3	-3.8
CC1(C)C(=O)OC(C(=O)c2ccc(Cl)cc2)C(C)(C)C1=O (centres undefined)	1.5	-5.1	2.8	1.7	6.7	-4.3	3.3	3.1	0.2	-3.8
CCOC(=O)Cn1nc(-c2ccc(C)cc2)c2ccccc2c1=O	-3.2	-3.1	0.3	5.4	5.3	-0.7	-4.8	-7.4	-0.5	-5.5
Cc1ccc(N2C(=O)N(CC(=O)NCc3ccc(Cl)cc3)C(=O)C2C)cc1 (centres undefined)	-0.8	5.3	-2.2	-7.3	-4.2	0.4	1.0	0.6	0.1	3.6
CCc1ccccc1NC(=S)N1CCNC(=O)C1CC(=O)OC (centres undefined)	3.6	11.7	11.3	-0.5	-3.7	-0.6	1.1	0.0	-0.6	2.5
O=[N+]([O-])c1ccc2nc(NS(=O)(=O)c3ccc(F)cc3)sc2c1	-13.3	15.8	0.1	-34.5	-1.9	-0.8	-6.5	6.0	0.7	-2.5
O=C(NCc1ccco1)Nc1ccc([N+](=O)[O-])cc1	-15.7	15.8	-16.7	-3.7	1.5	2.5	0.5	-2.4	0.1	-2.2
Cc1ccc(-n2cnc3scc(-c4cccs4)c3c2=O)cc1	-31.2	12.4	-9.4	-3.1	-3.0	7.5	-18.2	-4.1	0.7	3.9
Cc1ccccc1CN(c1ccc(C(=O)Nc2ccccc2C(=O)NCc2ccco2)cc1)S(C)(=O)=O	-46.8	1.0	11.4	-42.8	4.9	-1.1	-43.6	-0.8	-40.7	3.1
CCOC(=O)c1ccc(Oc2nc(N(C)C)nc(N3CCOCC3)n2)cc1	1.2	7.4	-10.2	-0.3	4.0	0.2	0.7	5.5	0.5	-3.1
COc1ccc(OC)c(NS(=O)(=O)c2cccc3cccnc23)c1	-3.9	-0.6	3.2	1.9	-9.8	-0.1	5.7	0.1	-0.6	9.9
C=CCN1C(=O)C2C(C(=O)NCc3ccccc3)C3(C)C=CC2(O3)C1C(=O)NC(C)(C)C (centres undefined)	4.2	4.2	5.2	2.9	-3.4	-0.2	2.8	-5.6	-0.6	2.5
O=C(O)CCN1C(=O)C2C3C=CC(C2C1=O)C1C(=O)N(CCC(=O)O)C(=O)C31 (centres undefined)	-0.3	-8.0	-3.3	-4.3	-5.8	1.2	1.4	7.9	0.1	-3.9
COc1ccccc1C(=O)/C=C/c1ccc(N2CCCCC2)c([N+](=O)[O-])c1	-1.0	-10.4	-4.5	-1.0	-3.8	1.3	1.9	-5.3	-0.2	-1.0
NC(=O)c1cccc(-c2noc(-c3ccccc3F)n2)c1	-1.6	10.3	-7.9	2.1	3.7	-2.4	2.3	5.5	0.0	-0.5
O=C(CNC(=O)C12CC3CC(CC(C3)C1)C2)N/N=C\c1ccco1	-9.0	-2.0	0.0	2.7	-1.9	-2.5	1.5	-1.9	0.3	-7.8
CCOC(=O)CCNC(=O)N1CCCC(CNS(=O)(=O)c2cccs2)C1 (centres undefined)	-2.7	-9.3	3.9	4.8	-6.5	2.7	0.6	4.3	0.4	-4.1
CCOc1cc(NC(=S)NCCCN2CCOCC2)c(OCC)cc1NC(=O)C(C)C	0.3	-6.2	-0.7	7.0	3.0	-2.4	0.1	-1.4	-0.6	4.8
CC1(C(=O)NS(=O)(=O)c2ccc(Cl)cc2)CCN1C(=O)CC1CCCC1 (centres undefined)	-4.3	-9.4	-9.0	0.6	5.8	1.3	-0.6	8.6	-1.1	-0.6
O=C1OCC2=C1C(c1ccccc1)CC(=O)N2c1cccc(F)c1 (centres undefined)	-2.7	0.8	13.7	5.7	0.5	0.4	1.0	-3.8	-0.2	-5.3
COc1ccc(-c2cn(-c3ccc(C)cc3)c(=O)n2CC(=O)Nc2cccc(F)c2)cc1	-7.4	-9.4	14.9	-18.1	-2.8	2.8	0.6	-2.8	-0.3	1.0
CN(C)S(=O)(=O)Oc1ccsc1C(=O)Nc1cccc(Cl)c1Cl	7.1	5.4	-5.2	-6.2	0.5	1.4	4.3	-5.2	-0.6	3.1
CCN1CCN(Cc2ccc(NC(=O)Nc3ccc(SC)cc3)cc2)CC1	10.5	10.7	-5.1	-9.9	5.0	-0.5	5.6	-9.5	-0.2	-5.1
C/C(CCC(C)C)=N\Nc1cc(C)c2ccccc2n1	-4.1	13.8	15.8	5.5	2.7	1.9	-8.4	-5.2	0.4	-2.5
Cc1cc(C)n(-c2nc3ccccc3nc2N2CCC(C)CC2)n1	-44.9	5.1	-2.9	4.7	0.1	-2.3	-29.6	6.7	1.2	-3.6
C=CCn1c(=O)c(C(=O)NCCNCC)c(O)c2ccccc21	1.1	1.5	13.1	2.1	-5.7	-0.8	1.4	5.5	0.0	2.1

An excerpt of these results, with values under each structure:
Below each SMILES – PLC-beta3 inh	ASAP1 inh	ARFGAP1 inh	sPLA2-III inh	Tn7 DDE FP	UHRF1 binding	PLC-gamma1 inh	DDE Tn6 FP inh	KLK7 zymogen act	Rev-erbA mod
NC(=O)c1cccc(-c2noc(-c3ccccc3F)n2)c1
    -1.6	10.3	-7.9	2.1	3.7	-2.4	2.3	5.5	0.0	-0.5
O=C(CNC(=O)C12CC3CC(CC(C3)C1)C2)N/N=C\c1ccco1
    -9.0	-2.0	0.0	2.7	-1.9	-2.5	1.5	-1.9	0.3	-7.8
CCOC(=O)CCNC(=O)N1CCCC(CNS(=O)(=O)c2cccs2)C1 (centres undefined)
    -2.7	-9.3	3.9	4.8	-6.5	2.7	0.6	4.3	0.4	-4.1

Other records:
SMILES	PLC-beta3 inh	ASAP1 inh	ARFGAP1 inh	sPLA2-III inh	Tn7 DDE FP	UHRF1 binding	PLC-gamma1 inh	DDE Tn6 FP inh	KLK7 zymogen act	Rev-erbA mod
Cn1cccc1C(=O)NC(=O)COC(=O)c1ccc(S(C)(=O)=O)cc1	-0.6	1.0	6.9	-5.7	-5.4	-1.0	-5.4	6.0	-0.5	4.0
O=C(Nc1ccc2c(c1)OCCO2)C1c2ccccc2OCC(=O)N1CCc1c[nH]c2ccccc12 (centres undefined)	-2.9	-3.0	-0.7	-75.8	2.2	0.0	-0.4	-0.5	-0.1	-1.0
O=C(Nc1ccc2c(c1)OCO2)OC1CCC12CCCCC2 (centres undefined)	1.1	x	x	2.4	4.5	-5.7	0.9	6.5	0.2	0.1
C[N+](C)(C)CCOC(N)=O	0.5	0.5	2.1	10.2	3.5	5.6	10.9*	1.7	-0.4	0.3&-3.0
Cc1cccc(C)c1NC(=O)CCN1C(=O)C2C3CCC(C3)C2C1=O (centres undefined)	2.0	10.2	3.1	5.5	-6.8	1.3	0.4	2.8	-0.4	-2.4
O=c1cc(N2CCc3ccccc32)[nH]c(=O)n1-c1ccccc1Cl	-3.8	-4.6	-15.5	-2.4	2.6	-2.3	-2.8	1.4	0.2	-0.6
CC(C)c1ccc(N(CC(=O)NCC2CCCO2)C(=O)CCC(=O)Nc2nccs2)cc1 (centres undefined)	-5.3	2.3	-2.3	-0.3	2.0	1.7	0.0	9.0	-0.3	-0.5

Screening results (PubChem BioAssay)
